High-throughput results (PubChem)
NR2F2 inh: NR2F2 transcriptional activity inhibitors, primary screen, cell-based, luciferase reporter, HEK293T, luminescence. inhibition, % at 8.6 µM. COUP transcription factor 2 (Homo sapiens), P24468. HEK293T NGFI-A luciferase reporter. 0.7% of 370,000 active;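 active = inhibition above a per-plate cutoff, mean inhibition of test wells between control levels plus 3 SD, cut at about 38% in these data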;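 note: cells cotransfected with COUP-TFII expression vector driving the NGFI-A reporter; 0% = median of COUP-TF2 test wells and 100% = reporter-only cells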
Vif imaging: HIV Vif self-association inhibitors, primary screen, imaging, HEK293T, single point. HEK293T cells, Vif self-association by quenched fluorescence, 24 h. inhibition, % at 7.49 µM. 0.35% of 340,000 active. AID 602346, 2012; in the data active = inhibition above about 50%, passing the limit was not always enough; note: some results filed as inactive read as strong as hits
NOD2-RIPK2 inh: NOD2-RIPK2 binding disruptors in cells, primary screen, fluorescence, CHO cells, BLA complementation; CCF4 ratio; inhibition, % at 4.98 µM; 0.38% of 360,000 active; in the data active = inhibition above about 21%;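 note: 0% = vehicle only and 100% = reference blocker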
LMP1 NFkB inh: EBV LMP1-driven NF-kappaB luciferase reporter inhibitors, primary screen, cell-based, luminescence, single point | 0.69% of 350,000 active | LMP1-induced NF-kappaB luciferase reporter cells | inhibition, % at 12.5 µM; in the data active = inhibition above about 41%;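 note: 0% = neutral control wells and 100% = reference inhibitor control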
NCOA1 inh: SRC1 coactivator transcriptional activity inhibitors, primary screen, cell-based, luminescence; HEK293 GAL4-SRC1 luciferase reporter; AID 588354, 2011; 0.12% of 360,000 active; inhibition, % at 3.6 µM;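 active = inhibition above the campaign mean plus 3 SD, with each screening campaign given its own cutoff, cut at about 60% in these data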;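 note: 0% = DMSO treated cells and 100% = gossypol at 36 µM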
SRC3 inh: SRC3 coactivator transcriptional activity inhibitors, primary screen, cell-based, luminescence; Nuclear receptor coactivator 3 (Homo sapiens), Q9Y6Q9; HEK293 GAL4-SRC3 luciferase reporter; inhibition, % at 3.6 µM; 0.17% of 360,000 active; AID 588352, 2011;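 active = inhibition above a per-campaign cutoff, the mean of all compounds plus 3 SD, cut at about 60% in these data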;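 note: 0% = DMSO-treated cells and 100% = gossypol-treated cells at 36 µM; higher means less SRC3-driven luciferase light from the GAL4 reporter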
TRAIL sens C8: viability loss with TRAIL in NB7+C8 cells, primary screen, TRAIL sensitizer project, cell-based, ATPlite luminescence | 1% of 360,000 active | inhibition (viability loss, TRAIL sensitization), % at 10 µM;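 active = compounds causing at least 50% loss of cell viability in the single-dose screen, relative to plate controls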
TLR9-MyD88 inh: inhibitors of TLR9-MyD88 association in cells, primary screen, cell-based, CHO, BLA complementation, fluorescence | CCF4 FRET ratio | 0.21% of 340,000 active | AID 504734, 2011 | Toll-like receptor 9 (Homo sapiens) + Myeloid differentiation primary response protein … | inhibition, % at 4.98 µM;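 active = inhibition above the mean over all tested compounds plus 3 SD, cut at about 21% in these data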;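 note: 0% = DMSO only wells and 100% = clavulanate BLA inhibitor control wells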
Target sequence (Q99836 whole entry, looked up): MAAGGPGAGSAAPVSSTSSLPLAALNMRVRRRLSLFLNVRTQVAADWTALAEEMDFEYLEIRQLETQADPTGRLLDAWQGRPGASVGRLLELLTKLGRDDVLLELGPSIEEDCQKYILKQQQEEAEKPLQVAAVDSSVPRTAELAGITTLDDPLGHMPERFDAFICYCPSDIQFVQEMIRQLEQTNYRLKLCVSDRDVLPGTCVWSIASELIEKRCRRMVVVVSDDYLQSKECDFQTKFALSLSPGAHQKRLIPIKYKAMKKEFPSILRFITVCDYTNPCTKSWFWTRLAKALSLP
Target sequence (Q9NR96 whole entry, looked up): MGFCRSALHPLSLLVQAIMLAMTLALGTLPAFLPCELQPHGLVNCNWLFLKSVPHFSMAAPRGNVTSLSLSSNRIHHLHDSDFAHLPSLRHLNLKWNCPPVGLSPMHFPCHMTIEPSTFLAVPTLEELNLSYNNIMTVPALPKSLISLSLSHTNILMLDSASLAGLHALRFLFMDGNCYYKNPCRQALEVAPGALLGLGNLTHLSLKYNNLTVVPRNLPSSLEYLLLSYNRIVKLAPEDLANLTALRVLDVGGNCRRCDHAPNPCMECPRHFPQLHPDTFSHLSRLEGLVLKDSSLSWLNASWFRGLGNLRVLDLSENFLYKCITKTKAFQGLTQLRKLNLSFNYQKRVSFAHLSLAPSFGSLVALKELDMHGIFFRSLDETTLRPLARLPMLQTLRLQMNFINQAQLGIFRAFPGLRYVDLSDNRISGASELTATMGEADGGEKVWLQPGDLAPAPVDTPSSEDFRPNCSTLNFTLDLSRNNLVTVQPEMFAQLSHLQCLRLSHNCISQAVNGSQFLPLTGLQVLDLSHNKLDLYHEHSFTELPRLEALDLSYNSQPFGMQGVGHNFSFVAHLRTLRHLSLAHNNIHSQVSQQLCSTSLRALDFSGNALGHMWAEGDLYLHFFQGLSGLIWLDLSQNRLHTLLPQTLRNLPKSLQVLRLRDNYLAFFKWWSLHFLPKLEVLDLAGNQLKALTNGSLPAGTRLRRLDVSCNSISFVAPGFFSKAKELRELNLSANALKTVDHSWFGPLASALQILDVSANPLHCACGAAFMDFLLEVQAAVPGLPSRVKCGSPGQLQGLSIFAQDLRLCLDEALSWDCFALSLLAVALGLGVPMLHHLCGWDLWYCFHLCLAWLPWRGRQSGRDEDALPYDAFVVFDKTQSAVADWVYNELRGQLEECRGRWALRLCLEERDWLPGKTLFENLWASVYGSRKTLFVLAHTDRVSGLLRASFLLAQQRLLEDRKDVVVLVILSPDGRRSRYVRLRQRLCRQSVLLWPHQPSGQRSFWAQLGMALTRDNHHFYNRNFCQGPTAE
NCOA2 inhibitor: inhibition of GAL4-SRC2 driven luciferase reporter, primary screen, SRC2 inhibitor project, cell-based, luminescence; HEK293 GAL4-SRC2 luciferase reporter; 0.17% of 370,000 active; Nuclear receptor coactivator 2 (Homo sapiens), Q15596; AID 651957, 2012; inhibition, % at 9 µM;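 active = inhibition above the mean inhibition of all tested compounds plus 3 SD, set per campaign, cut at about 52% in these data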;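 note: 0% = DMSO treated cells and 100% = cells given Gossypol at 36 µM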
TROY signal inh: inhibitors of TROY-driven NF-kB signaling, primary screen, Q293 LMP1-TROYcd cells, NF-kB luciferase, uHTS. Q293 LMP1-TROYcd NF-kB luciferase reporter, 4 h. inhibition, % at 10 µM. 0.98% of 360,000 active;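 active = compounds whose plate-normalised and pattern-corrected inhibition of the luciferase reporter signal at the single screening dose is 50% or more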
LRH-1 inv ag: LRH-1 (NR5A2) inverse agonists, primary screen, cell-based, luminescence, HEK293T, StAR-luciferase reporter; inhibition, % at 3.6 µM; LRH-1 transfected, 24 h; 0.13% of 360,000 active;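 active = inhibition above the mean inhibition of all tested compounds plus 3 SD, cut at about 73% in these data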;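 note: 0% = DMSO wells and 100% = reporter-only cells lacking LRH-1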
Starred values were filed as active, the others as inactive; x = not tested or not shown. A portion of the library; count on the stated rates, not on these rows.

SMILES	NR2F2 inh	Vif imaging	NOD2-RIPK2 inh	LMP1 NFkB inh	NCOA1 inh	SRC3 inh	TRAIL sens C8	TLR9-MyD88 inh	NCOA2 inhibitor	TROY signal inh	LRH-1 inv ag
COc1cc(/C=C(\C#N)c2[nH]nc(N)c2C#N)cc(OC)c1O	-6.2	2.8	5.2	-2.3	2.8	12.6	14.7	-4.4	0.8	23.4	12.9
NCc1csc(Nc2nncc3ccccc23)n1	-6.6	-2.6	9.5	x	-8.2	-13.2	-7.9	x	4.2	-36.0	0.7
Cc1cc(-c2nnc(CCC(=O)NC(C)c3cccc4ccccc34)o2)no1 (centres undefined)	8.0	4.8	3.5	-0.1	0.6	16.0	-20.3	-9.5	-10.4	-7.5	3.8
CCCCCC(=O)N1CC2(CC(c3cccc(NC(=O)CC(c4ccccc4)c4ccccc4)c3)=NO2)C[C@@H]1C(N)=O (some centres undefined)	8.4	-14.5	-4.3	-9.2	-8.6	-1.4	24.7	-3.6	3.2	29.4	-5.9
CCCNC(=O)NC(=O)COC(=O)/C=C/c1cc(Br)ccc1F	9.9	-1.4	-3.9	6.5	-6.5	11.7	-3.7	-4.7	11.8	-3.0	-22.5
CCC1Oc2ccccc2N(CC(=O)NC2CCCCC2)C1=O (centres undefined)	10.2	4.2	-8.8	-2.8	-11.6	1.0	9.6	-10.6	-4.3	10.3	13.8
O=C(NCc1cccs1)c1cccn2c(=O)c3sccc3nc12	-7.8	-1.6	9.7	10.5	-7.1	7.1	-0.8	3.3	3.4	11.2	4.1
CCOc1ccc2nc(NC(=O)C3CCCO3)sc2c1 (centres undefined)	-28.2	5.4	-8.6	-7.4	-80.3	-64.7	7.2	-6.6	-45.9	-57.6	-140.2
COc1ccccc1C(=O)NCCC(=O)NC1CCCCC1C (centres undefined)	11.4	9.2	-9.6	2.3	-1.2	11.8	2.8	-6.2	-8.3	2.6	-6.6
Cc1ccc(NC(=S)NCc2ccc3[nH]c4c(c3c2)CCCC4)cc1	3.4	6.1	-10.2	-65.7	-36.5	-41.3	-15.0	0.3	1.8	-16.4	-14.4
O=c1c2ccccc2c(-c2n[nH]c(=S)o2)nn1Cc1ccccc1	-1.8	5.4	-7.6	7.9	-6.8	9.0	11.4	3.3	-8.8	-0.1	4.2
CCOc1ccc(Nc2oc(-c3ccco3)nc2C#N)cc1	-7.8	-8.4	-7.9	2.9	-35.5	-5.9	-15.8	-10.1	-48.4	-46.2	-22.9
C(=N\N=C\c1cccnc1)/c1cccnc1	x	5.3	-3.9	0.9	-10.4	20.2	13.4	4.0	x	10.5	-0.6
CC(C)Oc1ccc(C(=O)OC(C)C(=O)Nc2nc(-c3cccc([N+](=O)[O-])c3)cs2)cc1 (centres undefined)	18.4	0.9	6.0	6.4	-1.4	5.5	-0.9	7.4	4.0	2.8	-6.2
CCC(C)C(NC(=O)C(N)CC(C)C)C(=O)NC(CCC(=O)OCc1ccccc1)C(N)=O (centres undefined)	22.4	16.4	-2.4	-7.8	6.7	6.1	-9.4	2.7	18.3	12.8	8.8
O=C(COC(=O)c1cc(Br)ccc1Cl)NC1CC1	-6.4	-0.3	-6.7	4.6	4.8	1.6	-1.6	7.2	-6.8	-21.5	5.2
CCCNC(=O)Cn1c(=O)/c(=C/c2ccc(-c3ccc([N+](=O)[O-])cc3)o2)s/c1=C\C(=O)C(C)(C)C	-4.8	x	0.5	-3.3	9.6	6.4	3.3	4.9	-28.8	8.3	-8.4
C=CCNC(=O)NC(=O)COC(=O)c1ccccc1Sc1ccc(C(F)(F)F)cc1[N+](=O)[O-]	-6.1	-19.5	-5.1	-5.6	-2.5	15.4	-6.7	1.5	24.0	12.0	6.0
Cc1ccc(NC(=O)COc2ccccc2C(=O)NCc2ccccc2)cc1	-2.0	x	-1.9	-7.7	-11.5	-0.3	-13.0	-14.1	11.9	-12.3	-9.0
CCc1nnc(SCc2ccc(OC)c(Br)c2)n1N	4.9	16.8	-2.3	-2.2	7.6	-2.6	-2.2	-13.0	-24.6	5.1	-9.5
CCCC1(c2ccccc2)NC(=O)N(C/C=C/Cl)C1=O (centres undefined)	14.0	7.7	-3.3	0.2	8.0	13.1	-10.2	6.6	-9.6	-1.5	14.4
FC(F)(F)c1cccc(Cc2noc(CN3CCC(c4ccncc4)CC3)n2)c1	52.5*	-5.7	-9.5	-5.9	13.7	8.9	23.0	0.2	10.5	20.7	34.4
CC(C)NC(=O)C1(C)CSCC(=O)N1C1CCN(Cc2ccccc2)CC1 (centres undefined)	17.0	x	-3.6	x	x	x	-3.3	x	-6.2	x	5.3
Cc1ccc(NC(=O)c2ccc(S(=O)(=O)N3CCCC3)cc2)cc1	-4.7	-15.1	-3.7	-5.1	11.1	1.6	-8.7	0.2	5.2	8.3	-3.9
CCOc1ccc(C(=O)NC(=S)Nc2ccc(N3CCC(C)CC3)cc2)cc1[N+](=O)[O-]	-1.2	-10.3	-9.2	22.7	6.9	1.1	21.4	-5.6	9.7	8.1	-11.6
COC(=O)CC1C(=O)NCCN1C(=O)c1ccc(S(=O)(=O)N2CCOCC2)cc1 (centres undefined)	11.2	4.4	2.7	1.6	-6.5	-2.2	-14.9	-5.4	-22.4	7.5	4.5
CC[C@@]1(C(=O)OC)N[C@H](CN(C)C(=O)Nc2ccccc2)[C@@H]2C(=O)N(C)C(=O)[C@@H]21	-0.3	-0.9	10.5	1.1	7.5	-18.3	-2.5	-7.3	-2.6	-0.3	-1.0
N#Cc1nc(COc2cccc(Cl)c2)oc1NCc1ccncc1	-4.5	15.3	3.5	1.1	-16.4	7.9	-11.5	3.3	11.6	11.5	-20.5
c1ccc(-n2cc(CN3CCCC3)c(-c3ccc4c(c3)OCO4)n2)cc1	-35.2	-0.3	-9.0	-4.6	7.6	-0.3	-6.5	-0.7	-25.3	-17.3	13.4
Cc1cc(C)c(C#N)c(SCc2nc3ccccc3[nH]2)n1	-60.7	-14.3	-1.2	-5.6	-93.3	-55.2	-4.0	11.3	-61.3	-18.4	-99.4
CC(C)C[C@@H](CNCC(=O)[C@H](CC(C)C)NC(=O)c1[nH]cnc1C(=O)N[C@H](CN)CC(C)C)NC(=O)c1nc[nH]c1C(=O)N[C@@H](Cc1ccccc1)C(=O)O	3.9	-12.1	2.0	-3.1	7.8	-22.7	-8.7	-18.5	-1.8	-12.4	-6.8
COc1ccc(Cl)cc1NC(=O)c1cc(-c2ccccc2)on1	12.3	-0.9	4.9	5.5	11.0	9.3	-6.6	0.7	3.4	10.7	32.9
COc1cc2c(cc1OC)CN(C(=O)C(C)(C)C)CC2	18.4	2.8	-6.7	3.3	0.1	-1.8	-1.7	-2.6	-6.4	11.5	0.1
Cc1cccc(NC(=O)CCC(=O)N/N=C/c2ccc(O)cc2O)c1	-51.0	0.8	11.3	2.8	13.0	8.9	11.2	-2.4	-9.6	-2.9	1.4
O=C(CN1C(=O)CSC1=O)Nc1ccc(C(=O)O)cc1	-5.0	-14.2	-5.3	-15.4	1.2	0.0	-13.4	-10.8	-15.2	11.4	2.4
Cn1c(=O)c2cc(NC(=O)NCc3ccc(F)cc3)ccc2n1Cc1cccc(C(F)(F)F)c1	4.5	-5.8	-3.7	x	8.8	-14.6	3.1	x	17.9	-20.1	-1.9
CC(=O)NC(CCS(C)(=O)=O)C(=O)Nc1ccc(Oc2ccccc2)cc1 (centres undefined)	6.0	-10.2	-6.2	-3.7	-4.2	1.2	-3.2	-2.9	-39.2	3.0	3.5
NC(=O)c1ccsc1NC(=O)COC(=O)c1ccccn1	1.8	-0.5	-12.2	-5.0	-14.1	-16.1	-9.4	-3.3	-12.5	-24.9	14.4
COC(=O)C(C)N(C#N)c1nc(C)cc(C)n1 (centres undefined)	15.5	2.7	1.2	12.5	-31.4	1.6	0.2	-0.1	-15.4	-3.6	2.8
Cc1cccc(C)c1NC(=O)CN(C)C(=O)C(c1ccccc1)c1ccccc1	-6.0	16.8	10.9	4.3	-1.0	10.9	0.6	0.9	-15.8	8.1	-0.5
Cc1nnc(NC(=O)c2ccco2)s1	13.5	4.6	8.3	-8.8	-10.6	9.4	2.0	2.9	-5.8	-13.2	4.0
O=C(Nc1ccc(Oc2ccc(NC(=O)Nc3ccccc3Cl)cc2)cc1)Nc1ccccc1Cl	1.5	x	-4.8	-6.7	7.2	6.6	35.6	-0.7	3.4	-38.3	12.2
CN(C)S(=O)(=O)c1ccc(N2CCCC2)c(C(=O)NC2CCCCC2)c1	6.1	9.6	-2.7	-0.5	-6.5	-10.5	12.7	1.2	19.5	-4.6	4.6
CCOC(=O)c1ccc(N2CCN(c3ccccc3F)CC2)c(NC(=O)Nc2cccc(OC)c2)c1	-7.3	-8.4	-0.7	29.7	19.2	17.9	26.5	-8.9	22.6	16.5	11.3
Cc1ccccc1-c1nc2c(s1)CCc1onc(-c3ccc(Cl)cc3)c1-2	3.3	x	-2.4	-23.0	-8.8	-0.7	7.3	-0.9	12.9	-6.6	22.7

One compound at a time, from the list above. Order of values: NR2F2 inh | Vif imaging | NOD2-RIPK2 inh | LMP1 NFkB inh | NCOA1 inh | SRC3 inh | TRAIL sens C8 | TLR9-MyD88 inh | NCOA2 inhibitor | TROY signal inh | LRH-1 inv ag
Cc1cccc(NC(=O)CCC(=O)N/N=C/c2ccc(O)cc2O)c1 across the screens: -51.0 | 0.8 | 11.3 | 2.8 | 13.0 | 8.9 | 11.2 | -2.4 | -9.6 | -2.9 | 1.4
COC(=O)C(C)N(C#N)c1nc(C)cc(C)n1 (centres undefined) across the screens: 15.5 | 2.7 | 1.2 | 12.5 | -31.4 | 1.6 | 0.2 | -0.1 | -15.4 | -3.6 | 2.8
Cc1nnc(NC(=O)c2ccco2)s1 across the screens: 13.5 | 4.6 | 8.3 | -8.8 | -10.6 | 9.4 | 2.0 | 2.9 | -5.8 | -13.2 | 4.0

Continuation.
SMILES	NR2F2 inh	Vif imaging	NOD2-RIPK2 inh	LMP1 NFkB inh	NCOA1 inh	SRC3 inh	TRAIL sens C8	TLR9-MyD88 inh	NCOA2 inhibitor	TROY signal inh	LRH-1 inv ag
C/C(=N\NC(=O)Cc1ccccc1)c1cccs1	-3.3	4.6	1.7	-8.8	-3.2	1.5	1.1	-1.0	-25.9	2.2	18.1
CC(C)c1c(C(=O)N/N=C/c2cccs2)nnn1-c1nonc1N	-0.5	9.7	-3.0	2.4	-3.1	-11.6	-10.2	4.6	-7.8	-45.6	-12.3
NC(=O)C1CCCN(C(=S)NCc2ccc3c(c2)OCO3)C1 (centres undefined)	-12.8	1.0	1.2	-0.7	4.0	0.5	-8.1	2.8	0.3	8.0	1.0
O=C(COc1ccc2ccccc2c1)N/N=C/C1CC=CCC1 (centres undefined)	11.3	-1.1	-18.4	-7.2	-3.1	8.5	-7.0	2.2	12.5	-36.4	1.8
